# bovine MsrA act – bovine methionine sulfoxide reductase A activation; purified bovine MsrA, absorbance read-out; activation, % at 10.6 µM; 0.3% of 360,000 active; AID 602163; in the data active = activation above about 7.5%;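 also: 0% = vehicle and 100% = reference activator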
# E coli Lon inh – inhibits E. coli Lon protease | purified E. coli Lon protease, fluorescence polarization | inhibition, % at 7.94 µM | 0.42% of 360,000 active | AID 602123; in the data active = inhibition above about 13%, passing the limit was not always enough;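 also: 0% = enzyme with probe and DMSO and 100% = no enzyme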
# Neddyl block – blocks human cullin neddylation; TR-FRET cullin neddylation, biochemical; AID 651699; calls only at 25 µM; P61081+Q13564; 0.58% of 360,000 active; in the data active = inhibition above about 36%
# Rin1 Abl inh – blocks binding of human Rin1 to Abl; P00519+Q13671; TR-FRET Rin1/Abl binding, biochemical; inhibition, % at 7.35 µM; 0.4% of 360,000 active; in the data active = inhibition above about 5%, passing the limit was not always enough
# MT1-MMP act inh – MT1-MMP (human) activation inhibition; P50281; HT1080 RFP-PRO-GFP cells, GFP/RFP ratio fluorescence, overnight; percent of plate control window, DMSO zero; GFP/RFP ratio change, % at 20 µM; 0.061% of 360,000 active; AID 651647;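 active = GFP/RFP ratio change of at least 30% with cell ATP level not reduced by more than half and red fluorescence within 50% of control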; also: strong numbers were not always called active
#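 Material – HT1080 RFP-PRO-GFP cells · Control set – DMSO wells and RFP-L50D-GFP cells · Incubation – overnight cell settling, then overnight compound exposure, 37 °C, 5% CO2 · Compound dosing – single-point 20 µM compound, 1% DMSO · Read-out – GFP/RFP fluorescence ratio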
# SKN-1 block – inhibitors of C. elegans SKN-1; 0.49% of 360,000 active; AID 624304; inhibition, % at 21.8 µM; C. elegans VP596 Pgst-4::GFP/RFP ratio, acrylamide-induced, 24 h;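 active = interference check ratio from 0.5 to 1.5 plus GFP to RFP signal ratio inhibition reaching or exceeding a fixed threshold, cut at about 30% in these data, passing the limit was not always enough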; also: some compounds called inactive have numbers as strong as hits
# MLLE-PAM2 inh – blocks PAM2 peptide binding to the PABP1 MLLE domain | P11940 | 0.36% of 360,000 active | inhibition, % at 20 µM | AID 588489 | GST-MLLE / FITC-PAM2 fluorescence polarization; in the data active = inhibition above about 35%, passing the limit was not always enough;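 also: plate controls were DMSO wells with GST-MLLE for no effect and wells lacking GST-MLLE protein for full effect; some results filed as inactive read as strong as hits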
# FAS TE block – FAS thioesterase (human) inhibition; 0.67% of 360,000 active; AID 602261; inhibition, % at 15 µM; recombinant FAS-TE, OMFH fluorogenic substrate, fluorescence endpoint;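 active = compounds whose normalised, plate-corrected inhibition of enzyme fluorescence in the single-dose primary screen is 50% or more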;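 also: 0% = DMSO with enzyme and 100% = substrate without enzyme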
# Target sequence (P49327 whole entry, looked up): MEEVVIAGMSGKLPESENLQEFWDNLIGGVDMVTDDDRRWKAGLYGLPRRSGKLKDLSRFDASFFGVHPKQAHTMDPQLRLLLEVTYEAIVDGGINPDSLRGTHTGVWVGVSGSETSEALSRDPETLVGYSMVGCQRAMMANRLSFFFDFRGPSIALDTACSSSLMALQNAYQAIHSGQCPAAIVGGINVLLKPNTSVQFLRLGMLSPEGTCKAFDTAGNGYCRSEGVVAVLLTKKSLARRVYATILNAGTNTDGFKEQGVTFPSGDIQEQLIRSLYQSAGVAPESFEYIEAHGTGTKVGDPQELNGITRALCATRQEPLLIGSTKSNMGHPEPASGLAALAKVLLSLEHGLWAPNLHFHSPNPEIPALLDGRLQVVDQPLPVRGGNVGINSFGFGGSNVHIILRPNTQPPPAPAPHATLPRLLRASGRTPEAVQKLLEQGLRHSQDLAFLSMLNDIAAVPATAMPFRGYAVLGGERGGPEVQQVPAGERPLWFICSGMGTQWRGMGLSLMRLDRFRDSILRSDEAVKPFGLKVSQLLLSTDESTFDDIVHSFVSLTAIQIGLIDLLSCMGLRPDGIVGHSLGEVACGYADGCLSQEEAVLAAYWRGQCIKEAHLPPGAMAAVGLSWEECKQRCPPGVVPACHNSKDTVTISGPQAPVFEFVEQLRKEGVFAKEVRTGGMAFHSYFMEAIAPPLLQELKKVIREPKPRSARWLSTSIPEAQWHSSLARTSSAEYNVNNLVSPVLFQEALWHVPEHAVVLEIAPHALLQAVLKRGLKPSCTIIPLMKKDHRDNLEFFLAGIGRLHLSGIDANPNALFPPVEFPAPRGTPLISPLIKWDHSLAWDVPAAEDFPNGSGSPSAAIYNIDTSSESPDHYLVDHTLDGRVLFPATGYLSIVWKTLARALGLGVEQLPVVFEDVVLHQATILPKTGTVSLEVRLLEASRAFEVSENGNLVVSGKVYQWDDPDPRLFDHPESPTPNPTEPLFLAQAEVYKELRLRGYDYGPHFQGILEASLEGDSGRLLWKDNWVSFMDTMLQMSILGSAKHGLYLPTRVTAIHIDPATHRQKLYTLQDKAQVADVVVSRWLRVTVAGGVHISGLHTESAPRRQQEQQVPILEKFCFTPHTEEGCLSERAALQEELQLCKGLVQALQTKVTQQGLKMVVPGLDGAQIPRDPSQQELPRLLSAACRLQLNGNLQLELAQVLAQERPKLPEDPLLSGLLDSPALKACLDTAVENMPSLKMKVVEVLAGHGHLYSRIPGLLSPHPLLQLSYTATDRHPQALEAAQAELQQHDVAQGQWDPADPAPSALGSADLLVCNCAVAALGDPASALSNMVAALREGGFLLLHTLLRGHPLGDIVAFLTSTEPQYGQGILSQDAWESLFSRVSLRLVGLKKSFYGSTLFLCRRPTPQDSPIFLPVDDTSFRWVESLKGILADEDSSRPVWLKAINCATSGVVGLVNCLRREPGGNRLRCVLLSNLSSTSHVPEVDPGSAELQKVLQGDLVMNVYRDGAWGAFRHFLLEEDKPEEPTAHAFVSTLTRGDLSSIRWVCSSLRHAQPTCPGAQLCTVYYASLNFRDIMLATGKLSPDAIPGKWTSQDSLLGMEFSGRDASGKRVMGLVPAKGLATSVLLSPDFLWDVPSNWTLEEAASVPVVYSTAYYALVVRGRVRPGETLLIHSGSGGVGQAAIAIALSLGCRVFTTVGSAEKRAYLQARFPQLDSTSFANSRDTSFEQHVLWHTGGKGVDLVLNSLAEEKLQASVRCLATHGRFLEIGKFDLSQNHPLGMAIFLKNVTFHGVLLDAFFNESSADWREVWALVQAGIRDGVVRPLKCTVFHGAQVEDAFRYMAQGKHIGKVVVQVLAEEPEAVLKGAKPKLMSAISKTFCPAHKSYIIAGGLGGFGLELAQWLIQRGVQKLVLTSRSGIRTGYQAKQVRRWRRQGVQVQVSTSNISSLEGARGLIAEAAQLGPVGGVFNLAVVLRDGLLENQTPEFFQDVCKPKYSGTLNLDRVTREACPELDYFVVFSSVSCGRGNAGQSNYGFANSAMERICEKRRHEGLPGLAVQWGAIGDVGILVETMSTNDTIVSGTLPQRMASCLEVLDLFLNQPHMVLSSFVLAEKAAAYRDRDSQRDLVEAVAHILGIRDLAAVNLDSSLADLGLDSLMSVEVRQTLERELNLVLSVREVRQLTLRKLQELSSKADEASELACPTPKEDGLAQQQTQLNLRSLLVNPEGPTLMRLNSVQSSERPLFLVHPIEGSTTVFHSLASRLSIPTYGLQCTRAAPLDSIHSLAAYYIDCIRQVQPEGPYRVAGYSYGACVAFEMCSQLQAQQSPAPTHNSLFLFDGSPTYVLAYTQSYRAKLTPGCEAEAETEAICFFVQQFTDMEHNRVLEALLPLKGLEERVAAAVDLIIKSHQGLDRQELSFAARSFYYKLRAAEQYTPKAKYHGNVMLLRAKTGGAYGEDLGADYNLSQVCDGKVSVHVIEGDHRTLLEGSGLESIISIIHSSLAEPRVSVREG
# NRP1-CendR mod – modulators of CendR peptide binding to human neuropilin-1; O14786; FAM-RPARPAR peptide binding to NRP-1, fluorescence polarization; inhibition, % at 25 µM; 0.85% of 360,000 active;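 active = inhibition or corrected inhibition above about 18%, plus a signal ratio from 0.5 to 1.5, limit read from the data, passing the limit was not always enough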; also: strong numbers were not always called active
# * = called active by the depositor; i = inactive; + = active, no number.
Structure	Rin1 Abl inh	bovine MsrA act	MLLE-PAM2 inh	SKN-1 block	E coli Lon inh	FAS TE block	Neddyl block	NRP1-CendR mod	MT1-MMP act inh
COc1ccc(-n2ncc3c(=O)n(CC(=O)N4c5ccccc5CC4C)cnc32)cc1 (centres undefined)	3	-11	0	11	-8	11	i	9	-1
Cc1nc2ccccc2n1C(=O)N1CCOCC1	2	-3	4	11	3	-4	i	-1	1
O=C(CNc1ccccc1N1CCCC1=O)Nc1cc(Cl)ccc1-n1cncn1	4	-1	-14	15	-6	-5	i	4	2
CCc1nc2ccc(C(=O)Nc3ccc(OC)c(OC)c3)cn2c1N(C)C(=O)Cc1ccccc1	-4	-4	-8	12	-3	-6	i	-2	-4
O=C(CCNS(=O)(=O)c1ccc(OC(F)(F)F)cc1)NC1CC1	4	-3	-4	-7	-9	-11	i	11	2
O=C(Cn1c(=O)n(-c2cccc(Cl)c2)c(=O)n1CC(=O)N1CCCCC1)N1CCCCC1	-3	0	-5	19	5	-1	i	3	-3
CCOc1ccc2oc(C(=O)NCC(c3ccco3)N(C)C)c(C)c2c1 (centres undefined)	-3	-1	3	19	-2	-4	+	-3	0
CC1CN(N=Cc2ccc([N+](=O)[O-])o2)C(=N)O1 (centres undefined)	-3	2	7	-6	9	-1	i	-8	1
Cc1cccc(-c2c(NC(=O)c3ccco3)oc3ccc(Cl)cc3c2=O)c1	-1	-10	1	-4	3	-2	i	4	-3
CN1CCC=C(C(=O)N2c3ccccc3Sc3ccc(Cl)cc32)C1	1	-2	4	-4	0	3	i	12	-9
CCc1ccc(-c2cc(C)no2)cc1S(=O)(=O)Nc1cccc(CN2CCCC2)c1	3	-1	1	4	-1	-3	i	2	2
COc1ccccc1-n1cnnc1SCC(=O)NC1CCCC1	5	-10	-2	-3	7	-3	i	11	1
CCCCn1c(NCc2ccncc2)nc2ccccc21	1	-2	-10	0	0	-3	i	-4	0
CCN(C(=O)CSc1nnc(-c2ccccc2Br)o1)C1CCS(=O)(=O)C1 (centres undefined)	1	-12	-15	2	6	-8	i	4	2
Nc1nnn(CC(=O)N/N=C/c2ccccc2Cl)n1	0	0	-7	7	-10	-5	i	3	1
COc1ccc(N(C(=O)CNC(=O)c2ccco2)C(C(=O)NC2CCCC2)c2ccco2)cc1 (centres undefined)	2	3	16	14	0	0	i	-2	0
O=C(Cc1cccc(C(F)(F)F)c1)N1CCCC1	2	0	-16	23	2	-5	i	8	2
COc1cc(OC)cc(C(=O)N2CCN(Cc3cccc(F)c3)CC2)c1	0	-3	-4	-6	-7	-3	i	0	-5
CCN(CC)S(=O)(=O)c1ccc2[nH]c(=O)cc(C(=O)NCC(c3ccco3)N3CCCC3)c2c1 (centres undefined)	2	-2	12	21	3	-1	i	6	2
COc1ccccc1C1C(C(C)=O)=C(O)C(=O)N1c1ccc(O)cc1 (centres undefined)	-2	-3	-6	-10	-3	-4	i	-4	-1
CCCCCC(=O)Nc1nnc(CCc2ccccc2)s1	-1	-1	3	22	3	-6	i	9	-2
CCOC(=O)c1cnc2c(-c3ccccc3)c(C)nn2c1N	3	-3	-10	-3	-4	-5	i	4	-7
CCc1ccc(N(CC(=O)NCc2ccc(F)cc2)C(=O)c2csnn2)cc1	1	-4	13	-5	-1	-5	i	6	-2
O=C(NC(c1ccc(F)cc1)c1ccc2ccccc2n1)C1CCN(Cc2cccc(C(F)(F)F)c2)CC1 (centres undefined)	1	0	6	21	-15	27	i	-12	3
COc1ccc(C2=NC(C(F)(F)F)(C(F)(F)F)c3c(n(C)c(=O)n(C)c3=O)N2)cc1	5	7	1	-5	-9	1	i	-11	-4
CCOCCCNC(=O)/C(C#N)=C/c1ccc([N+](=O)[O-])o1	2	0	-9	25	-35	15	i	-51	12
CC(OC(=O)c1c(F)cccc1F)C(=O)NCCC1=CCCCC1 (centres undefined)	5	-9	0	-6	6	0	i	2	1
COc1ccc(C2N(C(=O)c3ccccc3)CCN2C(=O)c2ccc(C)cc2)cc1 (centres undefined)	-1	1	0	7	-13	0	i	5	-1
CCc1ccc2oc(=O)cc(CN3CCCCC3)c2c1	3	-2	3	-1	2	1	i	0	-2
Cc1cccc(-n2ncc3c(=O)[nH]c(SCC(=O)N4CC(=O)Nc5ccccc54)nc32)c1	4	-4	7	-11	-12	2	i	10	-2
COc1cc(NC(=O)CCS(=O)(=O)c2ccc3nc(C)sc3c2)cc(OC)c1OC	1	-8	-2	-6	-4	-5	i	14	0
CC1CCCC(C)N1C(=O)CSc1nnc(NC(=O)c2cccs2)s1 (centres undefined)	1	5	10	-1	-12	-8	i	5	1
COc1cc(C(=O)Oc2c(CN3CCOCC3)cc(Cl)c3cccnc23)cc(OC)c1OC	3	-4	5	-7	-3	8	i	1	6
CCOc1ccc(-c2nnc(SCC(=O)N3CCNC3=O)o2)cc1	-1	-4	-56	1	-3	0	i	-3	-2
COc1cccc(CNC(=O)Cc2ccc(Br)cc2)c1	-6	-2	6	-6	-6	-6	i	-8	4
CS(=O)(=O)n1nc(C(=O)N2CCOCC2)nc1N	-1	0	-10	9	-2	-10	i	-1	1
O=c1c2cc(F)ccc2sn1-c1ccc(F)cc1	2	7	43*	23	-5	-10	i	-10	0
Cc1ccccc1NS(=O)(=O)c1cc2c3c(c1)C(C)C(=O)N3CCC2 (centres undefined)	1	-4	9	4	-9	-12	i	-15	1
O=C(COc1ccccc1-c1ccccc1)N/N=C/c1ccccn1	-2	-11	10	-8	-6	-2	i	4	-2
N#Cc1cccc(-c2csc(C(O)(c3ccccc3)C(F)(F)F)n2)c1 (centres undefined)	-4	-7	6	-10	7	40	i	-11	-5
Cc1ccc(Oc2nc3c(c(=O)n(C)c(=O)n3C)n2C)cc1C	0	-1	14	-5	2	-3	i	8	-4
CC#CC(=O)N1CCCC(Cc2cccc(OC)c2)(C(=O)OCC)C1 (centres undefined)	-1	1	-1	0	0	-2	i	-4	3
CCNC(=O)/C(C#N)=C/c1c(N2CCN(C)CC2)nc2c(C)cccn2c1=O	2	-1	-3	-10	8	-5	i	4	-3
COc1ccc(OC)c(NC(=O)C2(C)CCN2Cc2cccc(OC)c2F)c1 (centres undefined)	2	-2	19	14	-3	25	i	-1	-3
Cc1ccc(NC(=S)Nc2ccc(F)cc2)cc1	3	1	38*	-17	-3	-1	i	-5	4

# 4 entries drawn at random from those above, as already listed:
Structure	Rin1 Abl inh	bovine MsrA act	MLLE-PAM2 inh	SKN-1 block	E coli Lon inh	FAS TE block	Neddyl block	NRP1-CendR mod	MT1-MMP act inh
CC1CCCC(C)N1C(=O)CSc1nnc(NC(=O)c2cccs2)s1 (centres undefined)	1	5	10	-1	-12	-8	i	5	1
COc1ccc(OC)c(NC(=O)C2(C)CCN2Cc2cccc(OC)c2F)c1 (centres undefined)	2	-2	19	14	-3	25	i	-1	-3
COc1cc(C(=O)Oc2c(CN3CCOCC3)cc(Cl)c3cccnc23)cc(OC)c1OC	3	-4	5	-7	-3	8	i	1	6
O=c1c2cc(F)ccc2sn1-c1ccc(F)cc1	2	7	43*	23	-5	-10	i	-10	0

# Following part:
Structure	Rin1 Abl inh	bovine MsrA act	MLLE-PAM2 inh	SKN-1 block	E coli Lon inh	FAS TE block	Neddyl block	NRP1-CendR mod	MT1-MMP act inh
CCn1c(COc2ccccc2C)nnc1SCC(=O)NCc1ccccc1	2	-3	-8	-5	-1	-4	i	-10	4
CN(CCOc1ccc(Cl)cc1)Cc1cccc(S(=O)(=O)N(C)C)c1	1	-5	-8	-3	-2	26	i	2	1
Cn1c2c(c(=O)n(C)c1=O)C(c1ccc(Br)cc1)C(C#N)=C(N)N2 (centres undefined)	4	-2	-13	6	-10	14	i	-8	2
CCOC(=O)C1=CCN(S(=O)(=O)c2ccccc2F)C1c1ccc(F)cc1 (centres undefined)	1	-1	6	9	0	14	i	-7	3
COc1ccccc1C(C)NC(=O)CCC(=O)N1CCN(S(=O)(=O)c2ccc(Cl)cc2)CC1 (centres undefined)	1	-5	1	12	-3	4	i	-2	2
CC(=O)C1=C(O)CC(c2ccccc2)CC1=NCCc1ccccc1 (centres undefined)	4	-2	6	15	-4	7	i	12	0
CN1C(=O)N(CC(=O)N2CCN(c3ncccn3)CC2)C(=O)C12CCCCC2	0	-2	7	24	-6	-6	i	-1	0
CC1(C)CC(NC(=O)c2cccc(Cl)c2)CC(C)(C)N1	-1	1	1	0	2	-2	i	-4	1
CCCC(=O)Nc1ccc(N2CCN(C(=O)c3cc4ccccc4o3)CC2)cc1	11*	-2	3	-1	-6	-6	i	2	5
COC(=O)c1ccc(NC(=O)CN(C)Cc2cccc(F)c2)cc1	-4	-8	-7	7	2	6	i	14	1
O=C(NCCCN1CCCC1=O)c1csc2ccccc12	-1	-3	2	-36	-9	-7	i	10	2
COc1cc2[nH]c(=O)n(CCCC(=O)NCCc3ccccc3)c(=O)c2cc1OC	0	-10	2	0	-2	0	i	2	1
CCN(CC)S(=O)(=O)c1ccc(N2CCCC2)c(C(=O)OCC(=O)Nc2cc(C)on2)c1	-5	-2	0	-3	12	11	i	-8	2
COC(=O)c1onc(-c2c(Cl)cccc2Cl)c1C(=O)OC	-1	-2	0	7	7	2	i	-10	3
C/C(=N\OC(=O)c1c(-c2ccccc2Cl)noc1C)c1nccs1	-1	-1	-6	-4	-8	15	i	-4	1
CC(=O)Oc1ccc2c(=O)c(-c3nc4ccccc4s3)coc2c1	-3	-1	4	0	-3	-5	i	-14	-6
CC(=O)Nc1ccc(S(=O)(=O)NC2(C(F)(F)F)NC(=O)N(Cc3ccccc3)C2=O)cc1 (centres undefined)	3	-2	-10	11	4	-8	i	22	-1
CCOC(=O)c1cnc(-n2nc(C)cc2C)nc1Nc1ccc(OC)cc1	-2	-12	2	3	0	0	i	30*	12
COc1ccc(CNC(=O)CN(CC2CCCO2)C(=O)CNS(=O)(=O)c2ccccc2)cc1 (centres undefined)	1	-9	-5	-22	-4	-8	i	0	1
Nc1nc2c(nnn2Cc2ccc(Cl)c(Cl)c2)c(=O)[nH]1	3	-1	-10	1	-5	20	i	5	5
COc1ccc(CCNC(=O)COC(=O)c2cc(OC)c(OC)cc2OC)cc1	-3	-3	-10	2	-8	-4	i	11	-2
Cc1ccc(S(=O)(=O)CCc2nnc(N)s2)cc1	-4	-4	-12	14	0	-5	i	4	4
NC(=O)Cn1cc(/C=N\NS(=O)(=O)c2ccc(Cl)cc2)c2ccccc21	0	-6	-28	-21	-5	-1	i	10	0
CC(C)c1csc(CN2CCN(Cc3ccc(F)cc3)C(CCO)C2)n1 (centres undefined)	3	-1	-10	-4	-5	-4	i	7	2
O=S(=O)(NCc1nnc2c(C(F)(F)F)cc(Cl)cn12)c1ccccc1	-2	-1	15	11	7	-6	i	-2	3
CC(C)NC(=O)CN(C(=O)CCC(=O)Nc1nccs1)c1ccc(C(C)C)cc1	3	-2	6	7	6	0	i	3	4
Cc1cccc(N2CCN(C(=S)NCc3ccco3)CC2)c1C	-1	-5	-126	-9	5	11	i	-2	2
CC(=O)OC(C(=O)Nc1ccccc1)C(C)S(=O)(=O)c1ccccc1 (centres undefined)	1	-1	0	19	-11	-4	i	-1	0
COc1ccc(C(C)C)cc1S(=O)(=O)N1CCN(c2ccccc2)CC1	2	-1	-23	7	6	29	i	-2	-4
CCc1ccc(NC(=S)N(Cc2ccc(Cl)cc2)Cc2ccc(C(=O)O)cc2)cc1	1	1	-69	-6	-4	27	i	-4	4
O=C(NCCN1CCOCC1)c1cc(-c2cccc(Cl)c2)on1	-2	-4	-7	27	4	-5	i	9	2
